# Ba/F3 V617F tox: reduce viability of Ba/F3 cells dependent on JAK2V617F; inhibition, % at 5.6 µM; actives 1.1% (n = 220,000); Ba/F3 EpoR-JAK2V617F viability, ATP luminescence; AID 1446;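 active = inhibition above the campaign mean plus 3 SD over all tested compounds, cut at about 24% in these data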;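 also: cytokine-independent growth of Ba/F3 cells driven by EpoR plus mutant JAK2; 0% = DMSO-treated cells and 100% = JAK inhibitor I control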
# TbHK1 inh: T. brucei hexokinase 1 inhibition; recombinant TbHK1, G6PDH-coupled NADH A340; inhibition, % at 10 µM; actives 0.11% (n = 220,000); AID 1430;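 active = inhibition of 50% or more in the single-dose primary screen; inactive = inhibition below 50%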
# p47phox inh: blocks human p47phox regulatory protein of NADPH oxidases | p47phox/p22phox peptide binding, fluorescence polarization, 2 h | inhibition, % at 24.7 µM | P14598 | actives 0.53% (n = 220,000);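 active = inhibition above about 30%, limit read from the data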;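 also: 0% = p47phox with labelled peptide and 100% = labelled peptide alone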
# Target sequence (P14598 whole entry, looked up): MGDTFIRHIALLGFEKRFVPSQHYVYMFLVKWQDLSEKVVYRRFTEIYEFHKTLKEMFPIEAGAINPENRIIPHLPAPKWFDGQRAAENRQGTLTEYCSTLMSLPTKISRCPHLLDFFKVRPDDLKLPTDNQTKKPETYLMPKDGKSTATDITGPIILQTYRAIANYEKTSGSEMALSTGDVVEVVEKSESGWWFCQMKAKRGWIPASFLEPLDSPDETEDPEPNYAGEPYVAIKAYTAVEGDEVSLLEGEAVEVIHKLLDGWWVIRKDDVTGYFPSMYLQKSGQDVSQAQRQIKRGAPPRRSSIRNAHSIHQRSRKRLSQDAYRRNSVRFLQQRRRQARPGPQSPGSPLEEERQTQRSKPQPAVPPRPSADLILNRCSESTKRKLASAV
# p97 inhibitor: inhibitors of human p97 ATPase; P55072; recombinant p97 ATPase, Kinase-Glo ATP luminescence, 3 h; inhibition, % at 8 µM; actives 0.42% (n = 220,000); in the data active = inhibition above about 15%;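 also: 0% = DMSO vehicle and 100% = wells lacking enzyme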
# BaF3 parental: counter-screen for JAK2V617F inhibitors: parental Ba/F3 viability inhibitors; actives 1.1% (n = 220,000); CellTiter-Glo ATP luminescence; AID 1486; inhibition, % at 5.6 µM;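 active = inhibition above a per-campaign cutoff, the mean inhibition of all tested compounds plus 3 SD, cut at about 27% in these data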;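 also: 0% = DMSO wells and 100% = JAK Inhibitor I control wells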
# RBBP9 inh: blocks human serine hydrolase RBBP9; AID 1515; inhibition, % at 7.94 µM; O75884; recombinant RBBP9, FP-Rh probe fluorescence polarization; actives 0.2% (n = 220,000);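 active = inhibition above the campaign mean of all tested compounds plus 3 SD, cut at about 14% in these data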;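 also: plate controls were DMSO wells with RBBP9 for no effect and wells lacking RBBP9 protein for full effect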
# Target sequence (O75884 whole entry, looked up): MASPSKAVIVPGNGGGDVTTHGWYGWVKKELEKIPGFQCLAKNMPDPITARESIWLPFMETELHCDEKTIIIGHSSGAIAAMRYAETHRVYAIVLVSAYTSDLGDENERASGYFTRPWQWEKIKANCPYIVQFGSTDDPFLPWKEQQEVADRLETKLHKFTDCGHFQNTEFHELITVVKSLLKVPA
#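 Assay system: recombinant human RBBP9; Reagent: Serine-hydrolase probe FP-Rh, 375 nM pre-mixing; Doses: 7.94 µM single dose, 0.794% DMSO; Incubation: 30 min then 45 min, 25 °C; Detection: fluorescence polarization (mP), excitation 525 nm, emission 598 nm; Evaluation: percent inhibition from mP, scaled between DMSO and no-protein wells.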
# PPC-1+TRAIL kill: compounds killing PPC-1 cancer cells with TRAIL present (potentiator screen, no TRAIL-free arm); actives 0.41% (n = 220,000); cell killing (% activity), % at 4 µM; PPC-1 cells + TRAIL, ATPLite viability luminescence; AID 1443;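 active = cell killing above 50% in the first pass at 4 µM, then a duplicate retest at 5 µM averaging 50% or more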;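 also: plate controls were cells with TRAIL plus DMSO for no effect and medium-only wells lacking cells for full effect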
# Furin inhibitor: inhibitors of human furin; actives 0.061% (n = 220,000); purified furin, fluorogenic substrate cleavage; inhibition, % at 30 µM; in the data active = inhibition above about 25%; also: inactives centre near -15
# EP2 antag: EP2 receptor (human) inhibition; P43116; C6 glioma cells expressing human EP2, cAMP TR-FRET; cells stimulated with saturating PGE2; inhibition, % at 25 µM; actives 0.52% (n = 260,000);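 active = percent inhibition above 40 after rounding to a whole number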;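 also: rat C6 glioma host cells with rolipram phosphodiesterase inhibitor present; the protocol text gives 20 µM as final concentration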
# Target sequence (P43116 whole entry, looked up): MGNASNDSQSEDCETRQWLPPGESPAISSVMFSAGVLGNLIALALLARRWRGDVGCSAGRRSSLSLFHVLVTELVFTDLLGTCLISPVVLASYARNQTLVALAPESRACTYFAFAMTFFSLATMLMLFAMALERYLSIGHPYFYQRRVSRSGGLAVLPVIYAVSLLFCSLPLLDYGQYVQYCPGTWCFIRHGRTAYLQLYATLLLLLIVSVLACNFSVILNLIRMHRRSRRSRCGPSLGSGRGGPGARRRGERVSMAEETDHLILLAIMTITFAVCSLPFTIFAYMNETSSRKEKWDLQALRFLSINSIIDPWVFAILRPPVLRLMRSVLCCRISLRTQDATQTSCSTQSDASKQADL
# An asterisk follows results filed as active; / = not tested or not shown; & = joins results of further samples; [ ] = another dose, or the depositor's remark.
SMILES,Ba/F3 V617F tox,TbHK1 inh,p47phox inh,p97 inhibitor,BaF3 parental,RBBP9 inh,PPC-1+TRAIL kill,Furin inhibitor,EP2 antag
O=C1CS/C(=N\N=C\c2ccco2)N1c1ccccc1,2,-45,-8,-1,-3,-2,8,-5,9
O=c1c2ccccc2ncn1Cc1cccc2ccccc12,5,2,-6,-3,10,-6,13,-29,7
CCNC(=O)NC(=O)C(C)OC(=O)c1oc2ccc(OC)cc2c1C (stereo not given),-4,-11,-3,1,1,-9,14,-12[20 µM],8
CSc1nc(Oc2ccc(=O)[nH]n2)nc(N(C)C)n1,4,0,-13,-5,4,-8,11,-12,10
CC(C)(C)OC(=O)N1CCN(c2ccc([N+](=O)[O-])cc2)CC1,4,0,3,-4,10,3,-3,-7,3
Cc1ccc(S(=O)(=O)N(CC(=O)Nc2ccccc2C(=O)O)c2cccc(Cl)c2C)cc1,-3,5,-15,-1,0,-7,4,-22,11
O=C(Nc1ccc(F)cc1F)c1csc(-c2ccncc2)n1,5,2,-1,-7,8,0,-1,-10,7
CSc1ccc(Cl)c(C(=O)OCC(=O)N(C)CCC#N)c1,0,-6,-3,-4,5,-3,-2,-25,-1
O=C(N/C(=C/c1ccccc1Cl)C(=O)N1CCCC1)c1ccccc1,-3,-9,9,0,1,3,-3,-25,5
CSc1nc(-c2ccccc2)ccc1C(N)=O,2,-9,-2,1,7,3,-8,-101[20 µM],8
COc1ccc(C2C(C(=O)c3ccco3)=C(O)C(=O)N2CCOCCO)cc1OC (stereo not given),-2,-12,-12,1,2,3,26,-7,3
CNC(=O)c1sccc1-n1cccc1,-2,-1,-6,4,2,-4,2,-24[20 µM],10
O=C(CCCSc1nc(-c2ccco2)cc(C(F)(F)F)n1)NCc1cccs1,0,-10,-14,-1,3,-8,11,-21[20 µM],8&15
COc1ccc(Cl)cc1NC(=O)C(C)N1CCc2ccccc21 (stereo not given),6,11,-17,-2,5,-4,16,-6,4
CN(C1CCCCC1)S(=O)(=O)c1ccc2c(c1)c(=O)c(C(=O)NCCCN1CCCC1)cn2C,-5,-8,-2,-2,3,3,11,-9,10
CC(C)(C)NC(=O)C(=O)NN=C1CCCCCC1,-4,-2,-6,7,2,-4,-9,-26,6
O=C(CN1C(=O)NC2(CCCC2)C1=O)Nc1ccc(F)c(F)c1F,3,-7,-14,-6,3,-7,11,-9[20 µM],4
C=CCSC1=C(C#N)C(c2ccccc2OCC)C(C#N)C(=O)N1 (stereo not given),3,-8,-15,0,8,-8,7,-23,5
Brc1c(-c2ccc3c(c2)OCO3)nc2ncccn12,0,-29,0,2,8,5,17,-9,7
CCCc1cc(NCCCn2ccnc2)n2nc(C)c(-c3ccccc3)c2n1,4,-14,-10,2,4,-7,-6,-10,17
CS(=O)(=O)N1CCC(Oc2ccccc2C(=O)N2CCCCC2CO)CC1 (stereo not given),1,4,8,-4,2,2,7,-2,2
N#CC1=C(N)c2ccccc2CC12CCCCC2,-6,-9,-6,-4,0,-6,-1,-1[20 µM],15
COc1ccc2cc3cc(C(=O)NCC4COc5ccccc5O4)oc3nc2c1 (stereo not given),0,0,-12,0,5,-8,13,-41,/
Oc1ccccc1C=NCC(O)c1ccccc1 (stereo not given),-1,32,-6,4,3,-8,17,-11,3
CC(=O)Nc1ccc(S(=O)(=O)NCCSCc2ccccc2Cl)cc1,-8,30,3,4,5,-6,26,-16,5
CCOC(=O)c1c(-c2ccccc2)oc2ccc(OC(C)=O)cc12,5,-1,-20,-7,4,-12,-9,-17[20 µM],23
Nc1nc(-c2ccc3ccccc3c2)c(C2(O)C(=O)Nc3c(Br)cc(F)cc32)s1 (stereo not given),0,-2,-7,4,1,2,30,-16[20 µM],6
CCCOc1ccc(C2/C(=C(/O)c3ccccc3)C(=O)C(=O)N2CCCN(C)C)cc1OC (stereo not given),-1,-4,/,5,4,-5,/,-31[20 µM],/
CCCCCCN=CC1=C(O)C(C(=O)OC)C(C)(C)CC1=O (stereo not given),2,-3,-11,-5,10,-4,-14,-14[20 µM],15
CC(C)(C)c1cc(=O)n2[nH]c(N)nc2n1,0,-5,4,6,6,-5,1,-15,5
CC(=O)Nc1ccc(S(=O)(=O)NNC(=O)COc2ccc(Cl)cc2Cl)cc1,3,-1,-6,-2,1,-8,15,4,8
Cc1ccc(NC(=O)c2cc(NC(=O)CCC(=O)O)ccc2N2CCCCC2)cc1,1,-13,-15,-2,0,-4,3,-11[20 µM],6
Cc1ccc(C(C)C)c(OCc2nn(CC(=O)c3ccc(Cl)cc3)c3[n+]2CCCCC3)c1,6,17,16,8,-2,-4,26,-13,2
CCSc1nnc(NC(=O)C(C(F)(F)F)C(F)(F)F)s1,-2,-4,16,9,1,-6,7,-21,8
CCc1cc(C)c(O)c(CC)n1,-3,-8,-5,5,2,-1,-12,-20[20 µM],-6
Cc1cc([N+](=O)[O-])nn1CCCC(=O)Nc1ccc(Cl)cc1Cl,2,1,-1,4,1,-4,7,-17,9
N#Cc1c(NC(=O)C2CC(Cl)=CCC2C(=O)O)sc2c1CCCCC2 (stereo not given),-2,-12,-4,2,5,-7,-4,-26,13
COc1ccc2oc(=O)c(C(=O)C[n+]3cccc(C)c3)cc2c1,0,5,3,2,5,-5,16,-22,10
O=C(CSc1nc2ccccc2c2nc3ccccc3n12)NCc1ccco1,1,-9,-3,4,8,-17,7,-17[20 µM],10
O=C(CCC1CCCN(C(=O)CC2=CCCCC2)C1)N1CCN(c2ccccn2)CC1 (stereo not given),4,-1,3,-7,0,-16,2,-9,7
COc1ccccc1C(=O)Nc1ncc2c(n1)CC(c1ccco1)CC2=O (stereo not given),-1,2,0,5,4,5,24,-24,15
CN(C)S(=O)(=O)c1cccc(NC(=O)c2cc(-c3cccs3)nn2-c2cccc(Cl)c2)c1,-1,5,-29,1,5,-23,25,-18,5
CCCCCCCn1ccc(O)c(CC(=O)OC)c1=O,-2,1,4,5,1,-7,26,-28,-1
Cc1nc2nc(-c3ccccc3)cc(=O)n2[nH]1,5,55*,-3,-8,6,-1,34,2,9
Nc1nnc(CCS(=O)(=O)c2ccc(Br)cc2)s1,1,3,-17,3,8,8,11,-29,9

# Reformatted with each value named: two of the compounds above.
N#Cc1c(NC(=O)C2CC(Cl)=CCC2C(=O)O)sc2c1CCCCC2 (stereo not given)
  Ba/F3 V617F tox: -2; TbHK1 inh: -12; p47phox inh: -4; p97 inhibitor: 2; BaF3 parental: 5; RBBP9 inh: -7; PPC-1+TRAIL kill: -4; Furin inhibitor: -26; EP2 antag: 13

COc1ccc2oc(=O)c(C(=O)C[n+]3cccc(C)c3)cc2c1
  Ba/F3 V617F tox: 0; TbHK1 inh: 5; p47phox inh: 3; p97 inhibitor: 2; BaF3 parental: 5; RBBP9 inh: -5; PPC-1+TRAIL kill: 16; Furin inhibitor: -22; EP2 antag: 10

# Continued:
SMILES,Ba/F3 V617F tox,TbHK1 inh,p47phox inh,p97 inhibitor,BaF3 parental,RBBP9 inh,PPC-1+TRAIL kill,Furin inhibitor,EP2 antag
Cc1ccc(OCC(=O)N2CC(C)OC(C)C2)c([N+](=O)[O-])n1 (stereo not given),1,-12,5,6,7,-5,-15,-11,5
N#C/C(=C\C=C\c1ccccc1)C(=O)NCc1cccnc1,-4,-56,-14,5,6,-4,21,8,8
CC(C)(C)N(NC(=O)Nc1ccccc1)C(=O)c1ccccc1,0,5,-3,0,4,3,15,-18,6
O=C(CSc1nc2sc3c(c2c(=O)[nH]1)CCCC3)NCCO,-1,1,-3,3,3,-1,/,-18,11
Cc1ccc(SCC(=O)NCC2CCCO2)cc1 (stereo not given),-1,2,0,6,5,-4,6,-31,7&10
COC(CC(=O)NNC(=S)Nc1ccccc1)OC,-3,1,0,6,2,-6,16,-28,9
CN(C)/N=C/c1ccc(N2CCOCC2)cc1,5,-14,0,-5,5,-9,20,-10,1
Cc1cccc(C)c1-n1c(C)cc(/C=N/NC(=O)CSc2ncccn2)c1C,-4,13,-4,-1,0,-7,3,-18,12
CCCOc1ccc(C(=O)Nc2ccc(Cl)cn2)cc1,-2,-5,-4,-3,5,-9,30,-10[20 µM],7
Cc1ccccc1NC(=S)N1CCN(C(=O)c2ccco2)CC1,3,3,-4,2,0,-1,-1,-13,8
COc1ccc(C2CC(=O)Oc3c(C(CCN4CCCCC4)c4ccc(N(C)C)cc4)c(OC)cc(OC)c32)cc1 (stereo not given),/,7,-7,/,/,/,-2,-36,24
COc1cccc(C(=O)NC(=S)Nc2ccc(N(C)C)cc2)c1,0,-12,-2,-6,1,-6,9,-19,-1
CN(C)C/C(Cl)=C(\Cl)c1ccccc1,2,5,-7,0,5,6,5,-13,8
FC(F)(F)c1cccc(Cc2noc(CN3CCSCC3)n2)c1,4,-10,-6,-2,7,5,3,-25,6
CC(C)n1c(=S)[nH]c2cc(Cl)ccc21,1,-6,8,3,0,8,10,-21,2

# Look-ups from the list:
# Entry of CN(C)C/C(Cl)=C(\Cl)c1ccccc1 under Furin inhibitor: -13
# Entry of COc1cccc(C(=O)NC(=S)Nc2ccc(N(C)C)cc2)c1 under p47phox inh: -2
# Entry of CN(C)/N=C/c1ccc(N2CCOCC2)cc1 under PPC-1+TRAIL kill: 20
# Entry of CCCOc1ccc(C(=O)Nc2ccc(Cl)cn2)cc1 under RBBP9 inh: -9
# Entry of CC(C)n1c(=S)[nH]c2cc(Cl)ccc21 under Furin inhibitor: -21

# Next part:
SMILES,Ba/F3 V617F tox,TbHK1 inh,p47phox inh,p97 inhibitor,BaF3 parental,RBBP9 inh,PPC-1+TRAIL kill,Furin inhibitor,EP2 antag
COc1ccc(CCNC(=O)COC(=O)c2ccc(N3CCCC3=O)cc2)cc1OC,0,-2,-1,-1,2,0,20,-33,9
Cc1ccc(-n2nnnc2SCC(=O)Nc2cccc(NC(=O)c3ccco3)c2)cc1C,0,-5,22,3,1,-14,12,-7,5
COc1ccc(C2c3c(noc3C)CC(C)(O)C2C(C)=O)cc1 (stereo not given),2,-4,0,0,0,-11,16,-16,8
COc1ccc(C2CC(c3ccc(Cl)cc3)n3nc(N)nc3N2)cc1 (stereo not given),-2,-9,-7,3,3,0,15,-12,5
CC(C)(C)n1ncc2c(=O)n(Cc3ccc(Cl)c(Cl)c3)cnc21,0,-1,6,-3,5,-7,26,-17,5
Nc1ncn(C(=O)c2ccco2)n1,-3,1,-7,5,5,-2,11,-12,12
O=c1nc2n(c3cc(Cl)c(S(=O)(=O)N4CCOCC4)cc13)CCCCC2,1,-3,-8,-10,0,-11,-13,-25,15
COc1ccc(/C=C/c2c([N+](=O)[O-])c(=O)n(C)c(=O)n2C)cc1O,-4,-27,0,1,-1,-9,14,2[20 µM],4
C/C(CC(=O)NC(C)C)=N\NC(=O)C(c1ccccc1)c1ccccc1,-2,1,-1,2,4,-6,-5,-23,3
Cc1ccc(-n2c3c(cc(C(=O)NCc4ccco4)c2=O)C(=O)CC(C)(C)C3)cc1,7,-10,-13,-3,10,-5,20,-4,2
Cc1ccc(OCc2nc(-c3ccccn3)no2)c(Br)c1,6,3,-8,-10,10,-1,35[5 µM],-12,3
CCC(C)(C)C(=O)Nc1ncc(S(=O)(=O)c2ccc([N+](=O)[O-])cc2)s1,-1,-6,-1,-6,8,-5,5,-19[20 µM],25
C=CCn1cc(C(=O)OC)c(=O)c2cc(S(=O)(=O)N3CCCCCC3)ccc21,2,-7,-1,4,3,-2,14,-11,6
Cc1ccc(NC(=O)CC(C(=O)O)c2ccccc2)cc1 (stereo not given),0,34,-10,3,7,1,14,-8,10
CCOc1cccc(C(=O)NC(=S)Nc2ccccc2)c1,-2,0,-5,7,7,-2,4,-12,6
O=C1Cc2ccccc2Sc2ccc(O)cc21,2,-1,-5,5,1,-3,2,-19,1

# Assay outcomes: PubChem, several laboratories

# This is a subset; the hit share may differ from the screen's.
